influenza NS1A – H1N1 influenza NS1A inhibitors, functional cell based assay (AID 504329); hit rate 0.3% among 340,000; NS1A functional cell-based assay, percent inhibition; higher % means a stronger effect; inhibition, % at 12.5 µM, or IC50 in µM where a hit was titrated; in the data active means a potency from the dose series; inconclusive means inhibition above about 27% without an active follow-up result; further: strong numbers were not always called active
PhoP GFP inhibition – PhoP regulon inhibitors, Salmonella typhi PhoP promoter GFP reporter, confirmatory (AID 1850). Salmonella Typhi PhoP-promoter GFP reporter, fluorescence, 4 h; higher % means a stronger effect. inhibition, % at 50 µM; hits with a dose series show IC50 in µM. hit rate 0.33% among 310,000; in the data active means a potency from the dose series; inconclusive means inhibition mostly from about 25% at the one dose, without a potency; inactive means the rest, 99 in 100 with inhibition below about 19%;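 further: 0% = induced wells with vehicle and 100% = uninduced wells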
M. tuberculosis HTS – M. tuberculosis growth inhibition, HTS (AID 449762); one-dose inhibition, % at 25 µM; IC50 in µM for titrated hits; hit rate 0.59% among 330,000; M. tuberculosis H37Rv growth inhibition, 7H9 media; higher % means a stronger effect; in the data active means a potency from the dose series; inconclusive means inhibition above about 70% without an active follow-up result;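 further: bacterial growth assessed after seven days of incubation; strong numbers were not always called active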
M. tuberculosis – growth inhibition of non-replicating M. tuberculosis (AID 488890). inhibition, % at 25 µM, or IC50 in µM where a hit was titrated. hit rate 0.39% among 320,000. Mycobacterium tuberculosis non-replicating, growth inhibition; higher % means a stronger effect; in the data active means a potency from the dose series; inconclusive means inhibition mostly from about 82% at the one dose, without a potency; inactive means the rest, 99 in 100 with inhibition below about 76%;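 further: plate controls were DMSO cells for no effect and high antibiotic wells for full effect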
VEEV TC-83 Vero – inhibitors of VEEV TC-83 cytopathic effect, confirmation, Vero cells (AID 588727) | inhibition, % at 20 µM, or IC50 in µM where a hit was titrated | Vero cells, VEEV TC-83 cytopathic effect inhibition; higher % means a stronger effect | hit rate 0.13% among 350,000; in the data active means a potency from the dose series; inconclusive means inhibition mostly from about 14% at the one dose, without a potency; inactive means the rest, 99 in 100 with inhibition below about 12%; further: strong numbers were not always called active
VEEV TC-83 Vero 10K pilot screen – recorded beside VEEV TC-83 Vero, whose call it bears; inhibition, %; measured here: 10K pilot screen inhibition
The depositor's hits bear a star; i = inactive; u = inconclusive; x = not tested or not shown.

SMILES	influenza NS1A	PhoP GFP inhibition	M. tuberculosis HTS	M. tuberculosis	VEEV TC-83 Vero	others
COc1ccc(CC2(CO)CCN(Cc3ccc(OC(F)(F)F)cc3)CC2)cc1	7%	-13%	-1%	53%	i
COc1ccc(-c2c(NC(=O)c3ccco3)n(C)c3ccccc3c2=O)cc1	27%	-8%	1%	-7%	0.9%
O=S(=O)(c1ccc2oc3ccc(S(=O)(=O)N4CCCCC4)cc3c2c1)N1CCCCC1	-3%	-13%	-13%	-5%	1.3%
O=C(NCc1cccc(Br)c1)C1CC(c2ccccc2[N+](=O)[O-])=NO1 (stereo not drawn)	9%	-2%	-8%	14%	3.6%
COc1ccc2cc(CN(Cc3cccnc3)Cc3nnnn3Cc3ccccc3)c(=O)[nH]c2c1	x	-2%	-15%	19%	x
OCc1cnc(SCc2ccccc2)n1Cc1ccccc1	-4%	-2%	2%	13%	i
O=c1c2c([N+](=O)[O-])cc([N+](=O)[O-])cc2nc2ccccn12	9%	-12%	5%	9.4µM*	i
CC(=O)Nc1cccc(Oc2ccc3c(c2)C(=O)N(CCC(=O)O)C3=O)c1	-12%	2%	-5%	27%	i
CCOc1ccc(N(CC(N)=O)S(=O)(=O)c2ccc(F)cc2)cc1	-2%	1%	-2%	-3%	0.4%
CCC(=O)N=C1SC2CS(=O)(=O)CC2N1c1cccc(OC)c1 (stereo not drawn)	-9%	3%	-15%	-22%	3.0%
Cc1cccc(C)c1OCC(=O)NNC(=O)CCNC(=O)c1ccco1	-4%	-2%	2%	-9%	1.6%
CC(C)OP(=O)(OC(C)C)C(NCc1ccccc1)c1ccccc1 (stereo not drawn)	9%	-1%	-2%	0%	i
O=C(CN1CCCC1)N1c2ccccc2Sc2ccc(C(F)(F)F)cc21	0%	2%	-1%	14%	0.4%
O=C(Cn1nnc2ccccc21)Nc1ccccc1[N+](=O)[O-]	1%	16%	-4%	11%	0.2%
O=C(NNC(=O)C1CC2CCC1C2)c1sc2ccccc2c1Cl (stereo not drawn)	1%	12%	-4%	12%	1.1%
CC/C(=N\NC(=O)C1CC1)c1cccc(Cl)c1	-8%	2%	3%	-10%	0.9%
COc1ccc(C2Nc3ccccc3C(=O)N2NS(=O)(=O)c2ccc(C)cc2)c(OC)c1 (stereo not drawn)	-6%	1%	2%	-5%	1.0%
Cc1ccc(N(C(C)C(=O)Nc2ccccc2C(=O)N2CCOCC2)S(C)(=O)=O)cc1C (stereo not drawn)	-5%	0%	-5%	-14%	1.7%
Cc1ccccc1-n1nc(CSc2nc3ccccc3[nH]2)c(-c2ccccc2)c1N	-13%	-11%	16%	44%	12%
Cn1c(CNc2ccc(Cl)cc2)nnc1SCCN1CCCCC1	6%	0%	-6%	-3%	0.7%
CCC(=O)Nc1nc(C)c(C(=O)NC2CCCCC2)s1	-3%	0%	11%	31%	6.5%
CN(C)c1ccc(/C=N/NC(=O)COc2ccccc2)cc1	11%	-2%	-6%	73%	1.0%
CCOC(=O)N1CCC(NC(=O)CSc2cc(=O)n(C)c3ccccc23)CC1	3%	4%	-8%	0%	0.8%
NC(=O)c1cc[n+](Cc2ccccc2Cl)cc1	-5%	2%	-3%	-5%	0.2%
CC1(c2ccc(Cl)cc2)NC(=O)N(CC(=O)NC(=O)NCc2ccco2)C1=O (stereo not drawn)	3%	1%	-11%	27%	0.4%

Of the compounds above, these contain four or more nitrogen atoms.
SMILES	influenza NS1A	PhoP GFP inhibition	M. tuberculosis HTS	M. tuberculosis	VEEV TC-83 Vero	others
COc1ccc2cc(CN(Cc3cccnc3)Cc3nnnn3Cc3ccccc3)c(=O)[nH]c2c1	x	-2%	-15%	19%	x
O=c1c2c([N+](=O)[O-])cc([N+](=O)[O-])cc2nc2ccccn12	9%	-12%	5%	9.4µM*	i
O=C(Cn1nnc2ccccc21)Nc1ccccc1[N+](=O)[O-]	1%	16%	-4%	11%	0.2%
Cc1ccccc1-n1nc(CSc2nc3ccccc3[nH]2)c(-c2ccccc2)c1N	-13%	-11%	16%	44%	12%
Cn1c(CNc2ccc(Cl)cc2)nnc1SCCN1CCCCC1	6%	0%	-6%	-3%	0.7%
CC1(c2ccc(Cl)cc2)NC(=O)N(CC(=O)NC(=O)NCc2ccco2)C1=O (stereo not drawn)	3%	1%	-11%	27%	0.4%

(list continues)
SMILES	influenza NS1A	PhoP GFP inhibition	M. tuberculosis HTS	M. tuberculosis	VEEV TC-83 Vero	others
COc1ccc(CCNC(=O)c2nnn(CC(=O)Nc3ccccc3C)c2N)cc1OC	17%	-1%	2%	4%	1.4%
CN(C)S(=O)(=O)c1cc(NC(=O)C2=COCCO2)ccc1Cl	2%	x	-2%	14%	1.2%
COc1ccccc1OCC(=O)NNC(=O)CCCC(=O)NNC(=O)COc1ccccc1OC	-1%	-3%	7%	5%	0.9%
COc1ccc(CNC(=O)CN2C(=O)COc3ccc(S(=O)(=O)N4CCCCC4)cc32)cc1	4%	1%	7%	10%	i
Cc1cc(C)n(CC(C)NCc2c(C(=O)N3CCOCC3)nc3c(C)cccn23)n1 (stereo not drawn)	-5%	14%	3%	-8%	2.5%
O=C(COC(=O)C1(c2ccc(F)cc2)CCCC1)NC1CC1	-15%	-9%	-9%	6%	1.3%
c1ccc(-c2noc(CC3CCCCC3)n2)cc1	-8%	3%	2%	70%	i
COC(=O)[C@@H]1C[C@H]2CC[C@H](O)C[C@H]2N1Cc1ccc(C(C)(C)C)cc1	16%	-15%	-3%	0%	i	VEEV TC-83 Vero 10K pilot screen=0.0
CCn1c(=O)cc(SCC(=O)Nc2ccc3c(c2)OCCO3)c2ccccc21	5%	-11%	2%	12%	4.7%	VEEV TC-83 Vero 10K pilot screen=5.7
CCN1CCN(Cc2ccc(C(=O)Nc3ccc(C)c(NCc4cnc(NC(=O)OC)cn4)c3)cc2C(F)(F)F)CC1	1%	-15%	60%	67%	5.6%
CCN(CC)C(=O)CSc1nnc(COc2ccccc2)n1N	-2%	3%	-1%	2%	i
CC(=O)N1c2ccc(S(=O)(=O)N3CCC(C(=O)NCc4ccc(N(C)C)cc4)CC3)cc2CC1C (stereo not drawn)	2%	0%	9%	-12%	0.2%
O=c1[nH]c(NNC(=S)NCc2ccccc2)nc2c1C1(CCCCC1)Cc1ccccc1-2	-7%	-2%	-4%	24%	0.3%
CN1OC[C@@H]2CN[C@H](c3cccc(-c4ccc(C#N)cc4)c3)C[C@@H]21	1%	x	x	x	i
COc1ccc(NC(=O)C2CC(=O)n3c(nc4ccccc43)N2)cc1 (stereo not drawn)	-4%	-5%	-1%	-7%	0.4%
Nc1ccc(-c2nc3ccccc3[nH]2)cc1	4%	-7%	-1%	0%	1.1%
CCn1c(SCc2nc(-c3cccs3)no2)nnc1-c1c[nH]c2ccccc12	9%	-12%	2%	9%	9.0%
Cc1nn(-c2ccccc2)c2sc(C(=O)OCn3nnc4ccccc4c3=O)cc12	24%	-1%	u	68%	0.4%
CC(=O)Nc1ccc(N(C(=O)c2cnccn2)C(C(=O)NC2CCCCC2)c2ccc(F)cc2)cc1 (stereo not drawn)	-4%	-19%	-5%	8%	0.9%
CCOC(=O)CN(C)Cc1cn[nH]c1-c1ccc2cc(OC)ccc2c1	-9%	-8%	3%	12%	6.1%
Cc1ccc(/C=C2\SC(N)=NC2=O)s1	25%	-14%	3%	46%	i
CC1CCN(C(=O)CSc2nnc3ccccn23)CC1	-3%	x	-4%	18%	0.6%
CCOC(=O)/C(=C\c1ccc(OC(F)F)cc1)C1=Nn2c(nnc2-c2ccc(Cl)cc2)SC1	4%	-12%	-2%	44%	7.1%
C/C(=N\Nc1ccc(C(=O)O)cc1)c1ccc(Cl)s1	19%	-6%	13%	28%	0.8%
O=C(CN1CCN(c2ccccn2)CC1)Nc1ccc(Br)cc1	13%	6%	15%	52%	0.6%
Next part:
SMILES	influenza NS1A	PhoP GFP inhibition	M. tuberculosis HTS	M. tuberculosis	VEEV TC-83 Vero	others
COC(=O)c1ccc(N2CCN(S(=O)(=O)c3c(C)cc(C)cc3C)CC2)c([N+](=O)[O-])c1	9%	-3%	x	21%	0.7%
CSCCC(NC(=O)c1ccccc1Cl)C(=O)NCC(c1ccc(F)cc1)N1CCOCC1 (stereo not drawn)	-7%	x	x	x	1.3%
Cc1noc(C)c1S(=O)(=O)N1CCC2(CC1)OCCO2	-2%	2%	-8%	-2%	1.6%
CCc1cccc(C)c1NC(=O)CO/N=C(\C)c1cc2ccccc2o1	-1%	-16%	-1%	-2%	i
C/C(=C\c1ccccc1)CN1CCN(c2ccccc2F)CC1	-8%	-10%	4%	5%	0.2%
Cc1ccc(NC(=O)CN(C)CC(=O)Nc2ccc(N3CCOCC3)cc2)c([N+](=O)[O-])c1	0%	-8%	0%	-3%	i
CN1CCN(C(=O)c2ccc3c(=O)n(Cc4ccco4)c(=S)[nH]c3c2)CC1	-15%	-5%	-9%	-4%	7.1%
CN1CCN(NC(=O)CN2C(=O)/C(=C/c3ccccc3F)SC2=S)CC1	x	-9%	-7%	8%	x
Brc1ccc(CSc2ccc3nnc(-c4ccccn4)n3n2)cc1	-2%	1%	1%	45%	2.9%
CC(C(C(=O)N1CCCCC1)N1CCCCC1)N1CCCCC1 (stereo not drawn)	4%	x	x	x	1.6%
COc1ccc(CC(=O)NCCCc2ccccc2)cc1OC	0%	-9%	-5%	7%	0.1%
Cc1ccc(OCC(=O)c2cc(C)n(Cc3ccco3)c2C)c([N+](=O)[O-])n1	1%	-13%	1%	30%	i
CN(CC(=O)Nc1ccc(N2CCOCC2)cc1)C(=O)CCc1ccccc1Cl	2%	2%	2%	12%	4.0%
CCOc1cc(-c2sc(Nc3ccccc3)n[n+]2-c2ccc(F)cc2)ccc1OC	8%	-3%	-8%	16%	0.5%	VEEV TC-83 Vero 10K pilot screen=0.9
CCC1CCc2c(sc(NC(=O)CSc3nc(-c4ccco4)cc(C(F)(F)F)n3)c2C#N)C1 (stereo not drawn)	4%	-7%	-7%	8%	1.8%
Cc1nc2nc(CCc3ccccc3)nn2c(C)c1Cl	0%	1%	-11%	1%	3.8%
COc1ccc(NC(=O)NCCc2c[nH]c3ccccc23)c(OC)c1	-7%	19%	-1%	4%	1.9%
O=[N+]([O-])c1ccc(NCc2ccccn2)nc1	10%	-4%	4%	46%	0.2%
Cc1ccc(S(=O)(=O)Nc2cccc3c2CCCC3)cc1	-5%	1%	-7%	43%	i
OCC1CCCN(c2nc(CN3CCCCC3)nc3scc(-c4ccccc4)c23)C1 (stereo not drawn)	0%	-8%	1%	19%	i
CCOC(=O)/C(=N/Nc1ccccc1)Sc1nnnn1-c1ccc(C)cc1	13%	-7%	-2%	-6%	0.9%
CN1C(=O)/C(=C/c2cccn2-c2ccc3ccccc3c2)C(=O)NC1=S	-6%	5%	4%	21%	10%
CCOC(=O)C(C)c1c(C)[nH]c(=S)[nH]c1=O (stereo not drawn)	10%	9%	-11%	-9%	0.4%
O=C(COC(=O)/C=C/c1ccccc1)Nc1cc(C(F)(F)F)ccc1N1CCOCC1	4%	0%	8%	16%	0.5%
O=[N+]([O-])c1ccccc1S(=O)(=O)c1ccccc1[N+](=O)[O-]	-1%	-14%	12%	-11%	i
The list goes on.
SMILES	influenza NS1A	PhoP GFP inhibition	M. tuberculosis HTS	M. tuberculosis	VEEV TC-83 Vero	others
Cc1ccc(-n2nc3c(c2NC(=O)c2ccc(Br)o2)CSC3)c(C)c1	-103%	-3%	-3%	7%	2.6%
COC(=O)CSc1nnc(-c2ccccn2)n1Cc1ccco1	-3%	1%	3%	76%	0.2%
COc1ccccc1Nc1nc(N(C)c2ccccc2)nc(N)c1[N+](=O)[O-]	2%	10%	11%	-2%	1.9%
O=C(CN(c1ccc2c(c1)OCCO2)S(=O)(=O)c1ccccc1)NCc1ccco1	3%	-1%	0%	12%	8.4%
O=C1c2ccccc2CN1C(CO)c1ccccc1 (stereo not drawn)	1%	2%	2%	-21%	4.1%
COc1ccccc1NC(=O)c1ccccc1C(=O)N(C)Cc1ccccc1	-10%	x	-2%	-3%	0.1%
O=C(Nc1ccc(-c2nc3ccccc3s2)cc1)C1=COCCO1	2%	-7%	8%	26%	0.8%
CCOC(=O)c1ccc(NC(=O)c2nc[nH]c2C(=O)NCCCCNC(=O)c2[nH]cnc2C(=O)Nc2ccc(C(=O)OCC)cc2)cc1	12%	x	-1%	-12%	u
CN(C(=O)COC(=O)c1ccccc1C(=O)c1ccccc1)c1ccccc1	9%	x	7%	37%	2.0%
CC12CCC(=O)N1C(C(=O)Nc1ccc(F)c(F)c1F)CS2 (stereo not drawn)	-10%	-8%	-4%	-10%	1.3%

Assay outcomes deposited in PubChem by Southern Research Specialized Biocontainment Screening Center.
